12-LOX inh: blocks human arachidonate 12S-lipoxygenase | AID 1671190 | purified 12hLO, xylenol orange hydroperoxide absorbance | Potency, µM (highest dose often 108 µM), without a hit: top-dose activity change, negative = inhibition, actives largely listed as inhibitors | 1.1% of 580,000 active; active = well fitted inhibition curve with a large enough effect; inconclusive = small, poorly fitted or top-dose-only effect, or another doubt; inactive = no such curve, though single readings can be large or run the other way
Target sequence (P18054 whole entry, looked up): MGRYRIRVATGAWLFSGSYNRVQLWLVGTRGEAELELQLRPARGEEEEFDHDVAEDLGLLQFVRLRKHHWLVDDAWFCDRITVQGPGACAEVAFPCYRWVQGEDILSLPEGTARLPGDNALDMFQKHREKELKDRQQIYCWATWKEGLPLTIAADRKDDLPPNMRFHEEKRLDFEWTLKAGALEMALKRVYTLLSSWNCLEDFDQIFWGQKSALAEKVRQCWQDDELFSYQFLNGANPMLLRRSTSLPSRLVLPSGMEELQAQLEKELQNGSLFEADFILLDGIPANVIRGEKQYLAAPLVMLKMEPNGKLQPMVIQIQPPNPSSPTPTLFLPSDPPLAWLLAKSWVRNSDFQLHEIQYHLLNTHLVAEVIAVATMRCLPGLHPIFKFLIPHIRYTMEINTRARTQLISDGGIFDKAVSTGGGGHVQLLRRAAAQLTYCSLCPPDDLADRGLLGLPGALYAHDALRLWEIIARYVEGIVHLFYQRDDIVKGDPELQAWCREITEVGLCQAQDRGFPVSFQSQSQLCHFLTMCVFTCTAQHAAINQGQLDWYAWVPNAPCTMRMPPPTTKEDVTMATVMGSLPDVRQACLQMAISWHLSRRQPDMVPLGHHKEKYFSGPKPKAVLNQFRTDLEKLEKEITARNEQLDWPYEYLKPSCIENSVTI
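Purified human 12hLO (150 nM final) in 25 mM Hepes, 0.01% Triton X-100, pH 7.0 was preincubated 15 min at room temperature with compound. Then 40 uM arachidonic acid was added, 30 min. Hydroperoxide was read by Fe-XO absorbance ratio 573/405 nm.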
* marks the source's active call; other numbers are inactive results; ? = inconclusive; [ ] = another dose, or the depositor's remark. % is set by controls: 0 for no effect and ±100 for the full control effect; potency is the fitted concentration of half-maximal effect. This is a subset; rates above refer to the full screens.

12-LOX inh | compound
-6.5% | CC(C)C(=O)N(Cc1ccccc1)Cc1cc2ccccc2[nH]c1=O
1.4% | N#Cc1cccc(-c2ccnc(N[C@H]3CO[C@H]4[C@@H]3OC[C@H]4OC(=O)Nc3cccc(C(F)(F)F)c3)n2)c1
? | CC(SC1CCCCC1)C(=O)Nc1cccc(C#N)c1 (stereo not drawn)
54.7%[activator] | N#Cc1ccccc1CN1CCNc2nc(CNCc3ccccc3)n(Cc3ccccc3)c2C1=O
-11.3% | O=C(/C=C/c1ccc(Cl)cc1)c1ccc(OC(F)F)cc1OC(F)F
4.8% | O=C(CCc1ncc(-c2ccccc2)o1)Nc1ccccc1O
? | COc1ccc(Oc2ncc3nc(-c4ccc(F)cc4)c(=O)n(C4CC4)c3n2)cc1
14.3% | COC(=O)c1ccc(CN2C(=O)[C@@H]3C[C@@H](O)CN3C3(CN(Cc4ccccc4Cl)C3)C2=O)cc1
? | COCCN[C@@H]1C[C@@H]2c3[nH]c4ccccc4c3C[C@@H](C(=O)OC)N2[C@H](c2ccc(Cl)c(F)c2)C1
38.7% | O=C(C1CCC1)N1CCC(Oc2cccnc2)C1 (stereo not drawn)
-6.5% | CC(=O)c1c(C)[nH]c(C(=O)OCc2cc(=O)oc3cc(C)c(C(C)C)cc23)c1C
200.3%[activator] | Cc1ccsc1CN1CCCCCCNC(=O)[C@@H]2CCC[C@@H]21
23.0% | COc1ccc(C(=O)NC2CCN(c3cc(-c4ccc(F)cc4)[nH]n3)C2)c(C)c1 (stereo not drawn)
17.5% | Cc1nc([C@@H]2CN(C(=O)c3ccc4ncccc4c3)C[C@H]2C(N)=O)n[nH]1
23.9% | CN(C)C(=O)N1CCCC(c2nc(-c3ccc4nc[nH]c4c3)no2)C1 (stereo not drawn)
8.6%[6.33 µM] | CCc1ccc([S+](=O)([O-])c2nnn3c2nc(NCCCOC(C)C)c2ccccc23)cc1
16.7% | COc1ccccc1C1CN(Cc2ccc(Sc3nncn3C)o2)Cc2ccccc2O1 (stereo not drawn)
? | CC1CC(=O)Nc2cc(S(=O)(=O)NCCc3ccco3)ccc2S1 (stereo not drawn)
-2.4% | COC(=O)[C@H]1[C@@H](O)[C@@]2(O)c3c(OC)cc(OC)cc3O[C@@]2(c2ccc(OC)cc2)[C@@H]1c1ccc(F)cc1
-2.1% | COc1ccc2c(c1)-c1nc(-n3ncc(C(=O)NC[C@@H]4CCCN5CCCC[C@H]45)c3C)ncc1CC2
-22.8% | CCOC(=O)C(NC(=O)c1cccc(C)c1)C(F)(F)F (stereo not drawn)
29.7% | CN1CCN(c2nc3c(c(=O)[nH]2)CCN(Cc2cccn2C)CC3)CC1
28.6% | c1coc(-c2nc(C3CCOC3)nn2C2Cc3ccccc3C2)c1 (stereo not drawn)
? | Cn1cc2c(C(F)F)cc(=O)n(CCC(=O)O)c2n1
3.1% | O=c1c2c3c(sc2ncn1-c1ccccc1)CCCC3
-2.6% | CSCC[C@@H]1NC(=O)c2cc(NC(=O)CCc3ccc4c(c3)CCO4)ccc2NC1=O
11.3% | CC(C)CNC(=O)c1ccc(C2Nc3cc(C(F)(F)F)ccc3S(=O)(=O)N2)cc1 (stereo not drawn)
-16.3% | CCC(C)c1ccc(C(=O)Cn2cnc3c2c(=O)n(C)c(=O)n3C)cc1 (stereo not drawn)
-1.2%[176 µM] | CC[C@H]1CN(C(C)=O)CC[C@H]1CC(=O)NCc1ccc2c(c1)OCO2
-20.5% | CCN(Cc1ccccc1)C(=O)Nc1ccc2c(C)cc(=O)oc2c1
? | O=C(c1cccnc1)N1CCC2(CCCCO2)CC1
39.7% | O=C(c1ccccc1)n1nc(NCc2cccs2)nc1NCc1cccs1
28.8%[176 µM] | Cc1ccc(CN2CCc3ncc(C(=O)NCc4ccccc4)n3CC2)o1
? | CCN1C(=O)C(Cc2ccc(C)cc2)c2cc(Br)ccc21 (stereo not drawn)
-1.5% | CCc1ccc2oc(C(=O)N(Cc3ccc(Cl)cc3)C3CCS(=O)(=O)C3)cc(=O)c2c1 (stereo not drawn)
31.0%[activator] | O=C1CCCCC(Cc2ccccc2)(C(=O)N2CCc3ccccc3C2)N1 (stereo not drawn)
-2.3% | CCOc1ccccc1C(=O)N1CCN(C(=O)c2nnn3c2COC(c2ccc(Cl)cc2)C3)CC1 (stereo not drawn)
17.8µM* | Cc1cc(Br)ccc1NC(=O)CSc1nc2cc([N+](=O)[O-])ccc2o1
? | O=C(c1ccc(Cl)o1)N1CCCc2cc(C(F)(F)F)ccc21
-14.9% | CC1CCCCN1S(=O)(=O)NC1CCN(c2ncccn2)CC1 (stereo not drawn)
69.7%[activator][176 µM] | CN1Cc2ccc(NCc3ccccc3)nc2C(C)(C(=O)NCCc2cnc[nH]2)C1 (stereo not drawn)
3.0% | O=C(CNc1nc(Cl)nc2nc[nH]c12)NCCc1c[nH]c2ccc(F)cc12
-3.6% | Cc1ccc(CNC(=O)Cc2c[nH]c3ccccc23)cc1
68.8%[activator] | O=C1CCC2(C(=O)NCCN3CCOCC3)CCCC=C2N1C1CCCC1 (stereo not drawn)
? | Fc1ccccc1CSCc1ccc(-c2nc(-c3ccccc3)no2)o1
31.8%[activator] | CC(C)c1ccc(-n2nnnc2SCc2nc3ccccc3o2)cc1
30.1%[activator] | Cn1ccnc1C(NC(=O)c1ccc[nH]1)c1ccccc1 (stereo not drawn)
1.9% | Cc1ccc(-c2cc(C(=O)N3CCOCC3C)n[nH]2)s1 (stereo not drawn)
10µM* | O=C(NC[C@H]1O[C@@H](CO)[C@@H](O)[C@H]1N1CCN(c2ccccn2)CC1)Nc1ccc(F)cc1F
6.7% | Cc1c(NC(=O)C2CCN(S(=O)(=O)Cc3ccc(F)cc3)CC2)c(=O)n(-c2ccccc2)n1C
? | CCCCCCN(C(=O)CCCCCN1C(=O)NC(c2ccc(Cl)cc2)C(C(=O)OCc2ccccc2)=C1C)C(C(=O)NCCCC)c1ccc(OCC(=O)OC)c(C(=O)OC)c1 (stereo not drawn)
1.3% | Cc1ccc(C(=O)N2CCn3c(nnc3C(=O)NCC3CC3)C2)cc1F
9.5% | N#Cc1cccc(CN2CCC(C3=NC(O)c4cc(F)ccc4N3)CC2)c1 (stereo not drawn)
-1.9% | COc1cc(-c2noc(-c3ccc(C(C)(C)C)cc3)n2)cc(OC)c1OC
? | O=C1NC2(CCCN(Cc3ccsc3)C2)Oc2ccccc21 (stereo not drawn)
? | Cc1ccc(C(=O)/C=C/c2cccc(OC(C)C(=O)O)c2)o1 (stereo not drawn)
? | Cc1ccc(C)c(C(=O)CCC(=O)NC23CC4CC(CC(C4)C2)C3)c1
? | O=C(O)c1ccccc1NS(=O)(=O)c1ccc(N/N=C/c2cccs2)c([N+](=O)[O-])c1
-1.3% | O=C(c1ccccc1F)N(Cc1cccs1)c1ccc(O)cc1
-2.6% | COC(=O)C1CN(C2CCCC2)CCS(=O)(=O)N1Cc1ccccc1 (stereo not drawn)

3 entries from above, arranged by length of the SMILES, smallest number first:
12-LOX inh | compound
30.1%[activator] | Cn1ccnc1C(NC(=O)c1ccc[nH]1)c1ccccc1 (stereo not drawn)
31.8%[activator] | CC(C)c1ccc(-n2nnnc2SCc2nc3ccccc3o2)cc1
10µM* | O=C(NC[C@H]1O[C@@H](CO)[C@@H](O)[C@H]1N1CCN(c2ccccn2)CC1)Nc1ccc(F)cc1F

Part of the list above, as labelled records:
Cc1ccc(-c2cc(C(=O)N3CCOCC3C)n[nH]2)s1 (stereo not drawn)
  12-LOX inh = 1.9%

CCN1C(=O)C(Cc2ccc(C)cc2)c2cc(Br)ccc21 (stereo not drawn)
  12-LOX inh = ?

O=C(O)c1ccccc1NS(=O)(=O)c1ccc(N/N=C/c2cccs2)c([N+](=O)[O-])c1
  12-LOX inh = ?

The results go on:
12-LOX inh | compound
-6.7% | COc1ccc(CN2C(=O)CO[C@H](c3ccc(NC(=O)c4cccs4)cc3)[C@H]2CO)cc1
19.0% | COc1ccc(S(=O)(=O)Cc2nnnn2-c2cccc(C(F)(F)F)c2)cc1
37.1%[activator] | COCCNS(=O)(=O)c1cc(C(=O)O)cc(-c2cccc3cccnc23)c1
-1.1% | O=C1CCN(S(=O)(=O)c2ccc3c(c2)CCC3)CCCC(C(=O)NCc2ccccc2)CCN1 (stereo not drawn)
1.2% | Cc1csc(SC(C(=O)NC2CC2)c2ccc(F)cc2)n1 (stereo not drawn)
? | O=C(N[C@H]1CCN2C(=O)c3ccc(Cl)cc3NC(=O)[C@H]12)C1CCCC1
3.7% | O=C(Nc1cccc2[nH]ccc12)C(=O)N1CCCCC1
-25.9% | c1cncc(Oc2ccc(NCCc3c[nH]c4ccccc34)cc2)c1
51.2%[activator] | Cc1cnc(C2CCOCC2)n1C1CCN(C(=O)C(C)Oc2ccccc2)CC1 (stereo not drawn)
? | Cc1ccc(COC(=O)C(C)NC(=O)c2ccccc2)cc1 (stereo not drawn)
9.1% | COc1ccc(NC(=O)C2CN(S(=O)(=O)C3CC3)CC23CCCCC3)cc1 (stereo not drawn)
-15.4%[176 µM] | CC1=C[C@@H](CN2C(=O)C(C)=C(C)C2=O)[C@H](C(C)C)C[C@H]1Cc1nc2ccccc2[nH]1
26.8% | CCc1noc(-c2cn(C3CCN(C(=O)c4cccc(C#N)c4)CC3)nn2)n1
-1.3%[12.5 µM] | O=C(NC1CC1)c1nc(-c2cccnc2)c2cnccn12
58.0%[activator] | Cc1ccc(C(C)CCN2CCC(n3nccc3NC(=O)Cc3ccccc3)CC2)o1 (stereo not drawn)
? | COc1cccc(Cn2c(=O)c(-c3cccs3)nc3cnc(Nc4ccccc4)nc32)c1
32.3% | COc1ccc(-c2cc(N3CCC(NC(=O)CCc4ccccc4OC)CC3)n[nH]2)cc1
12.1% | O=C(CN1CCN(c2nccs2)CC1)NCc1ccc(F)cc1
33.8%[activator] | COc1ccc(-c2ccccc2)cc1N1C(=O)[C@@H]2C[C@H]1CN2C(=O)[C@H]1CCCN1
2.4% | O=C(CCc1cc(Cl)no1)NCCc1noc(C2CC2)n1
8.0% | Cc1noc(-c2ccccc2Cl)c1C(=O)NCc1cc(F)cc(F)c1
57.5%[activator] | CC(C)Oc1cccc2c1c(NC(=O)C1CC(=O)N(C)C1)nn2Cc1ccccc1 (stereo not drawn)
22.7% | O=C(O)C/C(=C/c1cccc(Oc2ccc(Cl)cc2)c1)c1nc2ccccc2s1
38.1% | O=C(c1ccccc1F)N1CCC2(CC1)C(=O)NN=C2c1cccnc1
1.7% | COc1ccc(OC)c(NC(=O)C(C)OC(=O)c2ccsc2)c1 (stereo not drawn)
-14.1%[6.33 µM] | CN1CC(=O)N(C2CCNC2)Cc2c(NCCCN3CCCCC3)ncnc21 (stereo not drawn)
46.7% | FC(F)(F)c1ccc(CN2CCC3(CC2)CC(c2ccccc2)=NO3)cc1
-1.0% | O=C(c1ccccc1Br)N(Cc1ccc2[nH]ccc2c1)C1CC1
-4.7% | O=C(NCCc1ccco1)C1CCN(c2ncc(C(F)(F)F)cc2Cl)CC1
3.9% | Cc1cc(C(=O)NC2CCN(Cc3ccccc3)CC2)c2c(C)nn(-c3ccccc3)c2n1
26.7% | Cc1ccccc1S(=O)(=O)N1CCn2c(n[nH]c2=O)C1
35.5µM* | Cc1cccc(Nc2nc(-c3ccc4c(c3)CCN4S(C)(=O)=O)cs2)c1
-23.9% | Cc1ccccc1CN1CCN(C(=O)c2ccc3ccccc3n2)CC1
7.2% | Cc1cc(C)cc(C(=O)NCC(C)C)c1
13.6% | CCS(=O)(=O)N1C[C@@H](Oc2ccccc2)C[C@H]1C(=O)NC
-38.7% | Cc1oc(-c2ccccc2)nc1CC(=O)NC12CC3CC(CC(C3)C1)C2
0.3% | Cc1ccccc1CN(C)C(C)C(=O)Nc1ccc(N2CCCCC2)cc1 (stereo not drawn)
28.2µM* | Cc1ccc(C(=O)c2sc(Nc3cccc(Cl)c3C)nc2N)cc1
30.5%[activator] | CC(NS(=O)(=O)Cc1ccc(F)cc1)c1cccnc1 (stereo not drawn)
-6.8% | O=c1c2ccc(Cl)cc2ncn1Cc1coc(-c2cccs2)n1
46.4%[activator] | O=C(NCc1cccnc1)[C@@H]1C[C@@H](O)CN1C1CCN(C(=O)Cc2cccc(F)c2)CC1
0.1% | CC(=O)Nc1cc(C)c(I)cc1C
64.3%[activator] | Cc1ccccc1Cn1cc(-c2ccncc2)cc1C(=O)NC1CC1
-18.6% | CNC(=O)C1CCN(Cc2csc(-c3ccc(C(F)(F)F)cc3)n2)CC1
5.5%[6.33 µM] | COc1cccc([S+](=O)([O-])N2CCC3(CC(c4cccc(C(F)(F)F)c4)=NO3)C2)c1 (stereo not drawn)
? | CN(Cc1ccco1)C(=O)c1cc(-c2cccs2)nc2ccccc12
? | Cc1nc2c(c(-c3ccc(Cl)cc3)n1)CCN(C(=O)c1cccc(Cl)c1)CC2
10.9% | CCCc1ccc(S(=O)(=O)N2CCN(CC(=O)NC(C)c3cccs3)CC2)cc1 (stereo not drawn)
16.5% | CCCNC(=O)C(C)NC(=O)c1cc(-c2ccccc2)nc2ccccc12 (stereo not drawn)
-0.6%[176 µM] | O=C1N(C2CCCCC2)C[C@H]2CN(Cc3ccc(C(F)(F)F)cc3)CCN12
? | COCCn1c(=O)c(-c2ccc(Cl)cc2)nc2cnc(N3CCNCC3)nc21

12-LOX inh: hit marks shown above
12-LOX inh | compound
17.8µM* | Cc1cc(Br)ccc1NC(=O)CSc1nc2cc([N+](=O)[O-])ccc2o1
10µM* | O=C(NC[C@H]1O[C@@H](CO)[C@@H](O)[C@H]1N1CCN(c2ccccn2)CC1)Nc1ccc(F)cc1F
35.5µM* | Cc1cccc(Nc2nc(-c3ccc4c(c3)CCN4S(C)(=O)=O)cs2)c1
28.2µM* | Cc1ccc(C(=O)c2sc(Nc3cccc(Cl)c3C)nc2N)cc1
